# Assay outcomes deposited in PubChem by several laboratories.
# Tat export inh – E. coli Tat transport inhibition; inhibition, % at 10 µM; AID 488895; E. coli MC4100 TorA-mCherry Tat export, fluorescence; 340,000 tested, 0.036% active;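 active = mean replicate inhibition at least 50% and at least half of replicates individually reaching 50%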;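 note: exported cargo escapes ClpAP degradation while cytoplasmic cargo is degraded and loses fluorescence; 0% = median of neutral control wells and 100% = median of NaSCN control wells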
# Wnt bcat act – activates Wnt/beta-catenin signaling in a reporter cell assay | activator, plate reader | activation, % at 9.35 µM | 300,000 tested, 1.2% active; in the data active = activation above about 30%, passing the limit was not always enough;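 note: 0% = neutral control wells and 100% = positive control wells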
# MITF TRPM1 HTS – MITF TRPM1 promoter activation in melanoma cells; SK-MEL-5 TRPM1-promoter luciferase, 24 h; % of positive control, neutral wells = 0; activation, % at 12.5 µM; 300,000 tested, 0.75% active;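 active = mean activation of at least 80% with every replicate also reaching 80%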;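 note: 0% = neutral control wells and 100% = parthenolide positive control wells; values of inactives mirror those of a sister screen read the other way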
# dFosB activator – enhances mouse delta FosB homodimer DNA binding; AID 493131; P13346; activation, % at 25 µM; 340,000 tested, 0.99% active; purified delta FosB, TAMRA-CDK5 oligo fluorescence polarization; percent of positive-control signal above neutral wells;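 active = mean activation above about 17%, with every replicate also reaching it, limit read from the data, passing the limit was not always enough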;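 note: fluorescence polarization rise as delta FosB binds a TAMRA Cdk5 AP-1 oligo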
# Target sequence (P13346 whole entry, looked up): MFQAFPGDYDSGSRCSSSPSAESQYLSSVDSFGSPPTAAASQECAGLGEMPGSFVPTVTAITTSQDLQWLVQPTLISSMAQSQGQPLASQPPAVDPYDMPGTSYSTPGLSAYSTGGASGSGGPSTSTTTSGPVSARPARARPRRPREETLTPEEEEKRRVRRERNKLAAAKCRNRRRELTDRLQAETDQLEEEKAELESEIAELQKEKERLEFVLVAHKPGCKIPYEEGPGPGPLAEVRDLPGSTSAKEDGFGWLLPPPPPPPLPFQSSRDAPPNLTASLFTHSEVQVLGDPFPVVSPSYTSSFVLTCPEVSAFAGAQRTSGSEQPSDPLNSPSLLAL
# CAL PDZ FP-1 – human CAL PDZ-peptide interaction inhibition | purified CAL PDZ, TMR-peptide fluorescence polarization, 1 h | inhibition, % at 20 µM | Q9HD26 | AID 504414 | 330,000 tested, 0.02% active;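 active = highest replicate inhibition of at least 40%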;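 note: plate controls were DMSO neutral control wells for no effect and unlabeled competitor peptide control wells for full effect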
#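 material = purified tagged CAL PDZ domain construct (CerCALP) | compound dosing = 20 µM, one dose | times = 1 h at RT | measured by = fluorescence polarization from S- and P-plane intensities, G-factor corrected | read-out = inhibition from polarization loss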
# RTF Ca sens act – cardiac RTF calcium sensitization | P19429+P45379 | IANBD-labeled TnC RTF fluorescence at EC20 calcium; 0% EC20 calcium, 100% full calcium | activation, % at 7.2 µM | 340,000 tested, 0.24% active | AID 493008;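 active = activation above the mean over all tested compounds plus 3 SD, cut at about 30% in these data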;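 note: rise in fluorescence read as greater calcium sensitivity of cardiac thin filaments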
# V-ATPase pHluor – regulators of yeast V-ATPase proton transport. S. cerevisiae, pHLuorin cytosolic pH fluorescence. response, % at 10 µM. 350,000 tested, 0.37% active; in the data active = response mostly above about 7.3%, no sharp cut-off; inactive = mostly below about 5.4%; note: actives read high; inactives centre near 0; some compounds called inactive have numbers as strong as hits; reference of the scale not given here
# Rtt109 Vps75 – C. albicans Rtt109 histone acetyltransferase inhibition | inhibition, % at 34.9 µM | 330,000 tested, 0.16% active | purified Rtt109/Vps75, ThioGlo CoA-SH fluorescence, 4 h | AID 540336 | Q5AAJ8;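 active = inhibition of at least 50% in every replicate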
# CDK5 p35 inh – inhibitors of human CDK5/p35 kinase; Recombinant CDK5/p35, ADP-Glo luminescence, 60 min; inhibition, % at 10 µM; 330,000 tested, 0.01% active; AID 488839;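 active = highest replicate inhibition of at least 50% and at least 75% of replicates reaching 50%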;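 note: plate controls were DMSO neutral control for no effect and GW8510 at 10 µM for full effect; many of its hits are not listed in these tables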
# Target sequence (Q00535 whole entry, looked up): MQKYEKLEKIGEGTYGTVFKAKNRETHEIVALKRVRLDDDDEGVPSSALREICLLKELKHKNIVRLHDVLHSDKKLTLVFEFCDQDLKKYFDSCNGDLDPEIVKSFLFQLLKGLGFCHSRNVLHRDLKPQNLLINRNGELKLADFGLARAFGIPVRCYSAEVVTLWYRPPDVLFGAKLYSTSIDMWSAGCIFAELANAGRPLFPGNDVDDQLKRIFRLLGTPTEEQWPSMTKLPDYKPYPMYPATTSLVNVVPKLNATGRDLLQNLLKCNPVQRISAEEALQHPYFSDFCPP
# Target sequence (Q15078 whole entry, looked up): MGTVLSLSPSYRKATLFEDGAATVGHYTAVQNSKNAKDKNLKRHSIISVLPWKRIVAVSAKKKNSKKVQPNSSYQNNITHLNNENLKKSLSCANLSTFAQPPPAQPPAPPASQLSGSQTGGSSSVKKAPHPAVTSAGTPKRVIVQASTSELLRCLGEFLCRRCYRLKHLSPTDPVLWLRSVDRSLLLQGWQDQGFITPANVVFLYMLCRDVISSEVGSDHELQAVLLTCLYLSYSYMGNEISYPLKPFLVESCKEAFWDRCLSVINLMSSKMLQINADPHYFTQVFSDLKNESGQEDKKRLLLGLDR
# CAL PDZ FP-2 – blocks peptide binding to the human CAL PDZ domain. 300,000 tested, 0.92% active. inhibition, % at 24.9 µM. AID 602252. purified CAL PDZ, TMR-peptide fluorescence polarization, 1 h;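 active = mean inhibition of at least 30% with at least half of replicates also reaching 30%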;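 note: 0% = DMSO neutral control and 100% = excess unlabeled competitor peptide PRC23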
# Numbers without * were called inactive; x = not tested or not shown.
[1] COc1ccc(OC)c2c1sc(=NC(=O)C1CC1)n2C
[2] Cc1ccnc(N2CCCC(C(=O)NCc3cccs3)C2)n1 (configuration not stated)
[3] O=S(=O)(Nc1ccc(Cl)nn1)c1ccccc1
[4] O=C(CSc1nnc2scc(-c3ccccc3)n12)Nc1ccc2c(c1)OCCO2
[5] COc1ccccc1OCC(=O)Nc1nc(-c2ccc(S(=O)(=O)N3CCOCC3)cc2)cs1
Assay by compound	1	2	3	4	5
Tat export inh	15	-16	18	5	14
Wnt bcat act	7	-6	-1	0	-3
MITF TRPM1 HTS	-20	-2	-2	-8	2
dFosB activator	0	-3	-2	-11	-3
CAL PDZ FP-1	-1.9	-1.2	0.1	-2.0	x
RTF Ca sens act	-4	-2	0	4	-3
V-ATPase pHluor	-2	-6	0	4	9
Rtt109 Vps75	10	10	2	3	-2
CDK5 p35 inh	0.6	1.6	-2.5	-0.5	0.4
CAL PDZ FP-2	1	0	-1	1	-3

[6] CCOc1ccc(S(=O)(=O)N(C)c2ccc(OCC(=O)NC3=NCCS3)cc2)cc1
[7] CC(NC(=O)Cc1ccc(NC2=NC3CS(=O)(=O)CC3S2)cc1)c1ccccc1 (configuration not stated)
[8] CC1CCN(c2ncnc3nc[nH]c23)CC1
[9] COCCNC(=O)[C@@]1(C)C=C[C@@H](Cc2ccccc2)N1C(=O)c1ccccc1
[10] O=C(Nc1cccnc1)Nc1ccc(Cl)cc1Cl
Assay by compound	6	7	8	9	10
Tat export inh	0	-1	-12	-8	2
Wnt bcat act	0	-6	-2	10	4
MITF TRPM1 HTS	5	x	12	57	30
dFosB activator	-2	2	-4	2	3
CAL PDZ FP-1	-0.7	-0.4	0.3	-1.6	-6.1
RTF Ca sens act	2	-5	2	10	-3
V-ATPase pHluor	1	4	2	5	1
Rtt109 Vps75	18	9	13	5	x
CDK5 p35 inh	1.3	-0.7	2.4	-2.4	-2.8
CAL PDZ FP-2	5	x	x	-1	-4

[11] CC(C)C(NS(=O)(=O)c1cc(C(=O)O)ccc1Cl)C(=O)O (configuration not stated)
[12] Cn1c(N)nc2nc(CCc3ccccc3)c(=O)[nH]c2c1=O
[13] CCN(CC(=O)NCc1ccc(Cl)cc1)C(=O)CSc1ccc(F)cc1
[14] CCCc1cc(=O)[nH]c(SCC(=O)OCc2ccccc2)n1
[15] CCC(C)COC(c1ccccc1)(c1ccccc1)C(Oc1nc(C)cc(C)n1)C(=O)O (configuration not stated)
Assay by compound	11	12	13	14	15
Tat export inh	-9	11	2	-5	5
Wnt bcat act	-1	0	-1	x	2
MITF TRPM1 HTS	-1	6	2	3	2
dFosB activator	-5	-9	-13	-3	-11
CAL PDZ FP-1	1.7	-3.2	-2.7	-1.0	-22
RTF Ca sens act	-5	6	-3	7	2
V-ATPase pHluor	-3	-4	1	-2	-2
Rtt109 Vps75	1	-38	-2	9	26
CDK5 p35 inh	-2.4	-0.9	-0.9	-0.7	3.2
CAL PDZ FP-2	x	-4	-3	-1	-1

# A different layout for part of the listing above.
# Order of values – Tat export inh, Wnt bcat act, MITF TRPM1 HTS, dFosB activator, CAL PDZ FP-1, RTF Ca sens act, V-ATPase pHluor, Rtt109 Vps75, CDK5 p35 inh, CAL PDZ FP-2
11	CC(C)C(NS(=O)(=O)c1cc(C(=O)O)ccc1Cl)C(=O)O (configuration not stated)
 : -9, -1, -1, -5, 1.7, -5, -3, 1, -2.4, x
12	Cn1c(N)nc2nc(CCc3ccccc3)c(=O)[nH]c2c1=O
 : 11, 0, 6, -9, -3.2, 6, -4, -38, -0.9, -4
13	CCN(CC(=O)NCc1ccc(Cl)cc1)C(=O)CSc1ccc(F)cc1
 : 2, -1, 2, -13, -2.7, -3, 1, -2, -0.9, -3
14	CCCc1cc(=O)[nH]c(SCC(=O)OCc2ccccc2)n1
 : -5, x, 3, -3, -1.0, 7, -2, 9, -0.7, -1
15	CCC(C)COC(c1ccccc1)(c1ccccc1)C(Oc1nc(C)cc(C)n1)C(=O)O (configuration not stated)
 : 5, 2, 2, -11, -22, 2, -2, 26, 3.2, -1

# 2 entries from above, with two lines to a compound:
# Each structure is followed by: Tat export inh	Wnt bcat act	MITF TRPM1 HTS	dFosB activator	CAL PDZ FP-1	RTF Ca sens act	V-ATPase pHluor	Rtt109 Vps75	CDK5 p35 inh	CAL PDZ FP-2
13: CCN(CC(=O)NCc1ccc(Cl)cc1)C(=O)CSc1ccc(F)cc1
→ 2	-1	2	-13	-2.7	-3	1	-2	-0.9	-3
14: CCCc1cc(=O)[nH]c(SCC(=O)OCc2ccccc2)n1
→ -5	x	3	-3	-1.0	7	-2	9	-0.7	-1

# More entries.
[16] COc1ccc2[nH]c3c(=O)n(N)c(C)nc3c2c1
[17] OCCOc1cccc(CN2CCC(CO)(CCOc3ccccc3)CC2)c1
[18] CC(C)CCN1C(=O)c2ccc(C(=O)NCC3CCCO3)cc2C1=O (configuration not stated)
[19] Cc1n[nH]c(C)c1CCC(=O)N/N=C/c1c(C)[nH]c2ccccc12
[20] CC(=O)Nc1ccc(OCC(O)Cn2ccnc2)cc1 (configuration not stated)
Assay by compound	16	17	18	19	20
Tat export inh	0	2	6	-1	-11
Wnt bcat act	x	1	5	1	0
MITF TRPM1 HTS	-2	5	-9	x	3
dFosB activator	3	-3	0	-1	-1
CAL PDZ FP-1	-0.3	0.7	-1.1	0.0	-1.6
RTF Ca sens act	6	3	2	-2	-3
V-ATPase pHluor	0	3	0	-3	-1
Rtt109 Vps75	0	x	1	-1	-3
CDK5 p35 inh	-0.4	-1.3	0.2	0.6	0.7
CAL PDZ FP-2	-4	-1	1	x	-3

[21] CCOC(=O)CC(=O)Nc1ncnc2c1C(c1ccccc1)c1c(ccc3ccccc13)O2 (configuration not stated)
[22] COc1ccc2c(c1)CC[C@@H]1[C@@H]2CC[C@]2(C)[C@@H](C(=O)O)C[C@@H]12
[23] COc1ccc(CCNC(=O)C2CCN(C(=O)c3ccc(Cl)cc3)CC2)cc1
[24] Cc1ccc(S(=O)(=O)N2CCOCC2)cc1NC(=O)CN1C(=O)NC2(CCCC2)C1=O
[25] CCCN1CCN(CCCNC(=O)Cn2nc(-c3ccc(Cl)cc3)ccc2=O)CC1
Assay by compound	21	22	23	24	25
Tat export inh	0	-7	4	1	0
Wnt bcat act	3	0	0	0	x
MITF TRPM1 HTS	-7	-1	-2	15	6
dFosB activator	-1	-2	-5	1	-9
CAL PDZ FP-1	6.7	-0.2	x	-0.3	-1.1
RTF Ca sens act	6	5	-3	3	-3
V-ATPase pHluor	1	-3	-1	1	2
Rtt109 Vps75	-14	4	-5	0	-4
CDK5 p35 inh	0.1	-0.5	-0.1	1.3	-0.4
CAL PDZ FP-2	1	-4	0	x	-6

[26] CCCC(C(=O)NC(C)(C)C)N(Cc1ccc(F)cc1)C(=O)c1snc(C(N)=O)c1N (configuration not stated)
[27] CCCCCCc1cc2cc(C(=O)Nc3ccccc3)c(=O)oc2cc1O
[28] CN(CC(=O)N1CCCC1)S(=O)(=O)c1cccc(Cl)c1
[29] O=C(O)c1ccc(Oc2ccc(S(=O)(=O)c3ccc(C(=O)O)c(C(=O)O)c3)cc2)cc1
[30] COc1ccc(C)cc1NC(=O)CSc1nnc(CC(=O)Nc2ccccc2F)n1C
Assay by compound	26	27	28	29	30
Tat export inh	9	1	-2	-14	3
Wnt bcat act	-3	x	-2	0	0
MITF TRPM1 HTS	2	-70	-12	x	-6
dFosB activator	-1	-2	-1	2	-8
CAL PDZ FP-1	0.0	-3.3	-1.9	-0.9	-0.9
RTF Ca sens act	-6	4	-1	-3	3
V-ATPase pHluor	-1	-7	1	1	2
Rtt109 Vps75	2	-5	8	5	0
CDK5 p35 inh	0.8	0.9	0.3	-0.5	0.1
CAL PDZ FP-2	x	-2	-1	-3	-6

[31] Cc1ccnc(NS(=O)(=O)c2ccc(N3C(=O)c4c(Cl)c(Cl)c(Cl)c(Cl)c4C3=O)cc2)n1
[32] NS(=O)(=O)c1ccc(-c2ccc(C=NC3CCS(=O)(=O)C3)o2)cc1 (configuration not stated)
[33] CCOCCCNC(=O)c1ccc2c(c1)N=C(CC)c1cc(Br)ccc1S2
[34] COc1ccc(N2CCN(C(CNS(=O)(=O)c3ccc(C)cc3)c3ccccc3)CC2)cc1 (configuration not stated)
[35] C=CCC1(CC=C)CCCN1C(=O)c1cc(COc2cncc(Cl)c2)on1
Assay by compound	31	32	33	34	35
Tat export inh	-1	-2	6	24	19
Wnt bcat act	2	x	2	-10	-1
MITF TRPM1 HTS	0	6	-38	10	-6
dFosB activator	-5	-8	-6	4	-12
CAL PDZ FP-1	-0.5	-1.6	-3.5	0.5	-3.3
RTF Ca sens act	1	2	3	2	3
V-ATPase pHluor	5	-2	0	3	-2
Rtt109 Vps75	5	11	-1	1	-7
CDK5 p35 inh	1.0	1.4	-1.8	-1.3	-0.8
CAL PDZ FP-2	-3	x	-8	-2	-5

[36] Nc1nc(SCc2ccccc2Cl)nc2nc3c(cc12)CCCC3
[37] O=C(NCCN1C(=O)S/C(=C\c2ccccc2)C1=O)c1cc(S(=O)(=O)N2CCOCC2)c(Cl)cc1Cl
[38] O=C(NC1CCCCC1)C(c1ccccc1)N1CCc2ccccc21 (configuration not stated)
[39] CC1CCN(S(=O)(=O)c2cn(CC(=O)N3CCN(C)CC3)c(=O)c3ccccc23)CC1
[40] Cc1ccc(NCc2nnc(SC(C)C(=O)N/N=C/c3ccc(C)o3)n2-c2ccccc2)cc1 (configuration not stated)
[41] Cc1ccc(N(CC(=O)NC(C)c2ccccc2)S(=O)(=O)c2c(C)n[nH]c2C)cc1 (configuration not stated)
[42] Cc1[nH]n(-c2ccccc2)c(=O)c1/C=N/NC(=O)COc1ccccc1[N+](=O)[O-]
[43] CCc1c(C)sc(NC(NC(C)=O)(C(=O)OC)C(F)(F)F)c1C#N (configuration not stated)
Assay by compound	36	37	38	39	40	41	42	43
Tat export inh	-5	-1	16	-7	1	2	-2	-4
Wnt bcat act	1	x	-2	x	x	0	x	-1
MITF TRPM1 HTS	-1	-8	x	-1	-18	-1	-20	4
dFosB activator	4	16	-11	-15	-13	-5	-11	0
CAL PDZ FP-1	1.8	-0.2	-0.8	0.8	-0.9	0.4	-1.0	-1.6
RTF Ca sens act	-1	-1	1	-2	-1	-2	-2	8
V-ATPase pHluor	-1	-1	1	4	-3	12	1	2
Rtt109 Vps75	8	4	1	19	-3	27	x	-2
CDK5 p35 inh	-0.5	2.3	0.1	-0.5	-0.3	-2.4	0.3	-0.9
CAL PDZ FP-2	x	-4	5	-1	-3	8	-1	-1
